HT1080 IDH1KD tx: HT-1080 IDH1 knockdown cell toxicity (counter line); HT-1080 IDH1 knockdown viability, ATP luminescence, 48 h; Potency, µM (top dose mostly 46.1 µM), for inactives: top-dose activity, negative = toxicity, usual class: cytotoxic; 360,000 compounds, 2% hits;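 further: potency means the concentration at half of the fitted maximal effect; 0% = DMSO wells and -100% = cell-free medium wells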
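IDH1KD HT-1080 cells, 750/well, RPMI + 5% FBS; compound pinned after 2 h settling; 48 h, 37 °C; CellTiter-Glo luminescence; % activity normalised to DMSO and no-cell wells; curves fitted, classed by r2 and efficacy.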
S2 tox: cell viability loss in ATXN counter-screen | S2 cells (HEK-293 line with an ATXN2-luciferase reporter) viability, CellTiter-Fluor protease fluorescence, 24 h | Potency, µM (series often up to 56.7 µM), hits mostly cytotoxic | 400,000 compounds, 0.49% hits | AID 651635; further: potency means the concentration at half of the fitted maximal effect; nearly all actives have a fitted effect of over 40% in size
SW480 rerep: DNA re-replication induction in SW480 cells | 340,000 compounds, 1.8% hits | SW480 DNA re-replication, Hoechst DNA content imaging, 48 h | AID 624297 | Potency, µM (series often up to 46.1 µM), inactives show at the highest dose re-replication activation, usual class: activators; further: potency means the concentration at half of the fitted maximal effect; % of control where 0% means no effect; nearly all actives have a fitted effect of over 55% in size
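Treated cells incubate 48 hr (37 C, 5% CO2), are stained 40 min with Hoechst, and nuclear fluorescence is enumerated; a rise in nuclei with high DNA signal marks re-replication.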
HepG2 tox: kills HepG2 cells in TGF-b inhibitor counter-screen. 410,000 compounds, 0.76% hits. HepG2 CAGA-GFP viability, ATP luminescence, 18 h. Potency, µM (titrated, usually from 46.1 µM), without a hit: top-dose activity change, negative = cytotoxicity, most hits filed as cytotoxic; further: potency means the concentration at half of the fitted maximal effect; some results filed as inactive show a strong effect at the top dose
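CellTiter-Glo luminescence gave cytotoxicity after 18 hours at 37 degrees C. The cells were HepG2 CAGA-GFP in 1% FBS DMEM, stimulated with 500 pg/mL TGF-beta after compound addition. %Activity was normalised to no-cell wells (complete cell-killing) and DMSO (no toxicity), and curves were fitted and classified.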
KB-3-1 tox: kills parental KB-3-1 adenocarcinoma cells; 400,000 compounds, 1.4% hits; AID 1347075; Potency, µM (highest dose often 46.1 µM), inactives show at the top dose activity change, negative = cytotoxic, usual class: cytotoxic; KB-3-1 viability, CellTiter-Glo ATP luminescence, 72 h; further: potency means the concentration at half of the fitted maximal effect; on the % scale 0 is the no-effect control and ±100 the full control effect; nearly all actives have a fitted effect of over 60% in size
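Multi-concentration cytotoxicity screen in KB-3-1 cells grown in DMEM lacking phenol red with 10% FBS. After 72 h at 37 °C with compound, ATP-dependent luminescence was recorded.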
MCF10A rerep: induces DNA re-replication in MCF 10a normal breast cells. MCF 10A DNA re-replication, Hoechst nuclear intensity, 48 h. Potency, µM (top dose mostly 46.1 µM), for inactives: at the highest dose activity, positive = re-replication, actives largely listed as activators. 350,000 compounds, 2.9% hits. AID 624296; further: potency means the concentration at half of the fitted maximal effect; % of control where 0% means no effect; nearly all actives have a fitted effect of over 50% in size
IL1B secr inh: inflammasome signaling inhibition, IL-1 beta readout; THP-1 LPS/ATP IL-1B secretion, AlphaLISA, 16 h; stronger effect = lower value; 360,000 compounds, 4.7% hits; activity change, % at 57.5 µM; in the data active means activity change below about -50%; inconclusive means mostly about -30% to -49%; further: on the % scale 0 is the no-effect control and ±100 the full control effect
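Secreted IL-1B measured by AlphaLISA bead assay after 16 h compound exposure of THP-1 cells; compounds (final up to 57.5 uM) added 1 h before LPS (250 ng/mL) and ATP (1.25 mM) stimulation; lower signal means less secretion.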
HT1080-NT tox: kills 2HG-producing HT-1080-NT fibrosarcoma cells | Potency, µM (doses to about 46.1 µM), without a hit: top-dose activity, negative = less viability, hits mostly cytotoxic | AID 686970 | 360,000 compounds, 1.6% hits | HT-1080-NT fibrosarcoma viability, CellTiter-Glo ATP luminescence, 48 h;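 further: NT is the 2HG producing partner of a matched IDH1 knockdown line; potency means the concentration at half of the fitted maximal effect; 0% = DMSO-treated cells and -100% = media-only wells without cells; nearly all actives have a fitted effect of over 55% in size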
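Viability of the 2HG-overproducing fibrosarcoma line after 48 hours of compound exposure at 37 degrees C was determined by luminescence with CellTiter-Glo, and concentration-effect curves were then fitted and categorized.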
ATXN2 expr inh: reduces ATXN2 reporter expression in HEK-293 cells. HEK-293 ATXN2-luciferase reporter, luminescence, 24 h. 360,000 compounds, 0.72% hits. Potency, µM (series often up to 57 µM), without a hit: at the top dose activity change, negative = inhibition, most hits filed as inhibitors; further: potency means the concentration at half of the fitted maximal effect; on the % scale 0 is the no-effect control and ±100 the full control effect; nearly all actives have a fitted effect of over 55% in size
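ATXN2-luciferase reporter cells (luciferase flanked by upstream and downstream ATXN2 gene portions) were treated 24 h at 37 °C with compounds at up to 57 uM. SteadyGlo luminescence gave expression; GF-AFC fluorescence gave viability.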
* = called active by the depositor; i = inactive; ? = inconclusive; . = no result given; & = joins results of further samples; [ ] = remark or other dose. Unless noted, the call rests on the fitted dose curve; in most records, active means well fitted curve in the direction sought with a large enough effect; inconclusive means small, poorly fitted or top-dose-only effect, or another doubt; inactive means no such curve, though single readings can be large; an effect the other way counts as inactive or inconclusive.

SMILES | HT1080 IDH1KD tx | S2 tox | SW480 rerep | HepG2 tox | KB-3-1 tox | MCF10A rerep | IL1B secr inh | HT1080-NT tox | ATXN2 expr inh
CCN(C1CCCCC1)S(=O)(=O)c1cc2c3c(c1)CCN3C(=O)CC2 | -3% | i | ? | -7% | 0% | ? | 27 | -3% | -10%
O=C(CN(Cc1ccc(F)cc1)C(=O)c1csnn1)NCc1ccc2c(c1)OCO2 | -2% | i | 1% | -1% | -1% | -3% | -9 | -11% | -16%
CC(=O)Nc1ccc(S(=O)(=O)NCCC(=O)NCCCc2ccccc2)cc1 | 3% | i | -11% | -2% | 24% | 5% | -11 | -1% | 6%
Cn1c(C(=O)NCc2ccccn2)cc2c(=O)n(C)c3ccccc3c21 | -5% | i | -1% | -27% | 0% | 7% | -28 | 4% | -10%
Cn1cnc2c(ncn2C2OC(CO)C(O)C2O)c1=S (configuration not stated) | 14% | i | -2% | -5% | 7% | 12% | 12 | 20% | 1%
N/C(=N\OC(=O)c1cccs1)c1cccnc1 | ? | i | -81%[inhibitor] | -8% | 15% | -32%[inhibitor] | -11 | ? | 16%
CCN1CCN(c2cc(C)c3cc(NC(=S)N4CCCCC4)ccc3n2)CC1 | ? | ? | ? | -31% | -9% | ? | 10 | ? | 4%
NS(=O)(=O)c1cccc(NC(=O)COC(=O)c2cc(Cl)ccc2[N+](=O)[O-])c1 | 8% | i | 0% | 0% | 4% | 0% | -17 | 19% | -3%
Cc1cc(C)nc(NNS(=O)(=O)c2ccc(Cl)cc2)n1 | 12% | i | -1% | 0% | 12% | 22% | 9 | 9% | 4%
Cc1c(C(=O)OCC2CCCO2)[nH]c2c1C(=O)CC(c1ccco1)C2 (configuration not stated) | 2.9µM* | i | 2.9µM* | -25% | 3.3µM* | 3.7µM* | -22 | ? | -5%
Cc1cccc(OCc2n[nH]c(=S)n2-c2ccccc2)c1 | -5% | i | -2% | -30% | -7% | 11% | 0 | -5% | -13%
COc1ccc(C(=O)Oc2cc(OC)cc(OC)c2C(C)=O)cc1 | 11% | i | -10% | 15% | 5% | ? | -7 | ? | -5%
CCOCCCn1c(SCC(=O)Nc2oc(C)c3c(C)n[nH]c(=O)c23)nnc1-c1ccncc1 | -19% | i | -526%[inhibitor] | 7% | 18% | 17% | 1 | -13% | 9%
CCN=C1S/C(=C/c2ccc(-c3ccc(F)cc3)o2)C(=O)N1CC | ? | . | ? | 3% | 0% | 8.2µM* | -14 | ? | 12%
COc1ccccc1OC(C)C(=O)Nc1ccc(S(=O)(=O)Nc2nccs2)cc1 (configuration not stated) | -10% | i | -11% | 17% | -1% | -5% | 34 | -15% | -9%
Cc1cc(C)n2nc(S(=O)(=O)N(C)Cc3ccccc3)nc2n1 | 4% | i | -7% | -3% | 19% | -2% | 19 | 6% | -1%
O=C(N/N=C/c1cc([N+](=O)[O-])ccc1O)/C(=C\c1cccs1)NC(=O)c1ccccc1 | ? | i | -5% | -40% | ? | 0% | 245 | ? | .
Cc1sc2ncnc(N(C)CCc3ccccn3)c2c1C | 21% | i | 0% | 8% | 6% | 2% | 36 | 25% | -8%
COc1cccc(CNC(=O)CCCn2ccc3cc(S(=O)(=O)N4CCCC4)ccc32)c1 | -26% | i | 7% | -74% | ? | 12% | 1 | -25% | -24%
COc1ccc(C(=O)N(C)CCOc2ccc(Cl)cc2)cc1S(=O)(=O)N1CCCC1 | -11% | ? | . | -6% | -14% | . | -21 | 3% | .
O=C(CCN(NC(=O)c1ccccc1)C1=NS(=O)(=O)c2ccccc21)NC1CCCCC1 | 11% | i | -4% | 18% | 5% | 11% | 0 | 10% | -2%
O=C(NN=C1CCC(c2ccccc2)CC1)c1ccccc1-n1cccc1 (configuration not stated) | 15% | i | -5% | 0% | 18% | 3% | 14 | 16% | -4%
Cc1ccc(NC(=O)CCC(=O)NNC(=O)C(C)(C)C)c(C)c1 | -7% | i | -6% | -46% | -1% | 5% | 0 | 0% | .
CS(=O)(=O)N(CC(=O)Nc1ccccc1)Cc1ccc(Cl)cc1 | -9% | i | 3% | -1% | 2% | -28% | -2 | 4% | -10%
CCCCN1C(=O)CC2CCOC21C (configuration not stated) | 6% | i | . | -32% | -22% | . | 4 | 4% | .
Oc1cccc(C=Nc2cccc3ccccc23)c1O | 23µM* | ? | 18µM* | -98% | -1% | 18µM* | -59* | 18µM* | ?
CC(=O)N1C(=O)/C(=C2\SC(=S)N(c3c(C)n(C)n(-c4ccccc4)c3=O)C2=O)c2ccccc21 | -4% | i | ? | -13% | 18% | 11% | 0 | 0% | 21%
Cc1cccc(NCC(=O)N/N=C\c2ccccn2)c1 | -17% | i | -3% | -18% | -3% | -1% | 28 | -18% | -15%
O=C(COc1ccccc1)NC(=S)Nc1ccc(Br)cn1 | 10% | ? | -3% | -26% | 4% | -3% | 9 | 2% | -25%
CC(=O)N1c2ccc(S(=O)(=O)N3CCC(C(=O)NCc4ccc(Cl)cc4)CC3)cc2CC1C (configuration not stated) | -3% | i | ? | -22% | ? | 23µM* | 5 | -23% | -20%

Single records, as listed above.
NS(=O)(=O)c1cccc(NC(=O)COC(=O)c2cc(Cl)ccc2[N+](=O)[O-])c1 across the screens: HT1080 IDH1KD tx: 8%; S2 tox: i; SW480 rerep: 0%; HepG2 tox: 0%; KB-3-1 tox: 4%; MCF10A rerep: 0%; IL1B secr inh: -17; HT1080-NT tox: 19%; ATXN2 expr inh: -3%
CC(=O)N1c2ccc(S(=O)(=O)N3CCC(C(=O)NCc4ccc(Cl)cc4)CC3)cc2CC1C (configuration not stated) across the screens: HT1080 IDH1KD tx: -3%; S2 tox: i; SW480 rerep: ?; HepG2 tox: -22%; KB-3-1 tox: ?; MCF10A rerep: 23µM*; IL1B secr inh: 5; HT1080-NT tox: -23%; ATXN2 expr inh: -20%

Other compounds
SMILES | HT1080 IDH1KD tx | S2 tox | SW480 rerep | HepG2 tox | KB-3-1 tox | MCF10A rerep | IL1B secr inh | HT1080-NT tox | ATXN2 expr inh
c1ccc2[nH]c(-c3ccc4c(c3)OCO4)nc2c1 | 26µM* | ? | ? | -64% | ? | 9% | . | 26µM* | 20%
O=C(CNC(=O)c1cccs1)Nc1ccc2c(c1)OCCO2 | -2% | i | -6% | -46% | 2% | -2% | 7 | 2% | -7%
Cc1cc(C)nc(SCC(=O)Nc2ccc(S(=O)(=O)Nc3nccs3)cc2)n1 | 8% | i | -12% | -2% | 11% | -1% | -5 | -4% | -4%
O=C(N/C(=C/c1ccc(Br)cc1)C(=O)N1CCOCC1)c1ccco1 | -2% | i | -4% | 1% | . | 1% | 10 | 0% | 5%
CCOc1cccc(/C=C2\NC(=S)N(c3ccccc3)C2=O)c1O | -5% | ? | -1% | 3% | -23% | 6% | 46 | 0% | .
CCC(=O)Nc1cccc(C(=O)OCc2cccc([N+](=O)[O-])c2)c1 | -1% | i | 5% | -3% | 25% | ? | -10 | -3% | 2%
CC(C)N1CN(c2ccccc2)C(=S)N(c2ccccc2)C1 | 18% | i | ? | -47% | -6% | -12% | 11 | 9% | -1%
Cc1cc2c(c(=O)o1)C(c1cccs1)C(C#N)=C(N)O2 (configuration not stated) | -2% | ? | 3% | 9% | 11% | 2% | -63* | -1% | 4%
CCn1nccc1NC(=O)c1ccc2sc([C@@H]3O[C@H](CO)[C@H](O)[C@H](O)[C@H]3O)nc2c1 | 1% | i | . | -16% | 0% | . | 2 | 0% | -2%
CN(C)/C=C/C(=O)c1ccc(-n2cccc2)cc1 | 0% | i | -19% | -14% | 0% | ? | 20 | -5% | 16%
Cn1c(=NC(=O)C2CCN(S(=O)(=O)c3cccs3)CC2)sc2ccccc21 | 2%&4% | i | -1%&-9% | 7%&8% | -8%&10% | 1%&4% | 42&20 | 1%&2% | 3%&2%
CCOC(=O)N1CCC(NC(=O)C2CCN(C(=O)c3cc4oc(C)cc4n3Cc3c(F)cccc3Cl)CC2)CC1 | -11% | i | 0% | -15% | ? | 12% | 23 | 0% | .
Cc1ccccc1CNC(=O)CC1C(=O)NCCN1CC1CCCCC1 (configuration not stated) | 0% | ? | ? | 1% | 5% | 8% | ? | 2% | -3%
CCC(C(=O)N1CCOCC1)n1c2ccccc2c2nc(=O)cc(C)n21 (configuration not stated) | -8% | i | -3% | -5% | -1% | 8% | 4 | 5% | -3%
CCOC(=O)NC(NCc1cccc(C(F)(F)F)c1)(C(F)(F)F)C(F)(F)F | 16% | i | -8% | 7% | 2% | 0% | 15 | 4% | -3%
COc1ccccc1NC(=O)Nc1nc(C(N)CCc2ccccc2)cs1 (configuration not stated) | ? | ? | . | 10µM* | 0% | . | -29 | 23µM* | ?
O=C(C1CCCCC1)N1C[C@@H](n2cc(-c3ccc(F)cc3)nn2)[C@H](O)C[C@@H]1c1ccccc1 | ? | ? | . | -4% | 24% | . | -16 | -21% | -12%
CCCc1ccc(C(=O)/C=C/N(C)C)cc1 | -10% | i | 73% | -15% | -6% | ? | -3 | -12% | -15%
CCN(CC)CCNC(=O)c1ccccc1N | 2% | i | -2% | 16% | 0% | -8% | 12 | -1% | 3%
Cc1ccc(NC(=O)CCN2C(=O)NC3(CCCC3)C2=O)cc1 | 2% | i | -329%[inhibitor] | -7% | 4% | -6% | -8 | 3% | -1%
CC(CN1CCCC1)C(=O)NN (configuration not stated) | 4% | i | -7% | 0% | 6% | 11% | 12 | 2% | .
Cc1ccc(NC(=O)c2cc(NC(=O)c3ccco3)ccc2N2CCCCC2)cc1 | ? | i | -44%[inhibitor] | -19% | -20% | 28% | 6 | -28% | -17%
CCCCNC(=O)C1(C)CCN1C(=O)CSc1ccccc1 (configuration not stated) | 5% | i | . | -5% | 0% | . | 22 | 26% | 8%
Cc1cc(-c2nnnn2-c2ccc(C(F)(F)F)cc2)no1 | -17% | i | -1%[9.22 µM] | 5% | 13% | 0% | 17 | 11% | 9%
C[C@H](CO)N1C[C@H](C)[C@@H](CN(C)S(=O)(=O)c2cn(C)cn2)Oc2ccc(NC(=O)Cn3cnnn3)cc2C1=O | 28% | i | -5% | 4% | 0% | 12% | 56 | 15% | 5%
